S1P4 antag: antagonists of human S1P4 receptor. O95977. S1P4-expressing cells, antagonist mode, reporter read-out. inhibition, % at 4.98 µM. hit rate 0.26% among 220,000; in the data active = inhibition above about 29%;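 also: 0% = wells stimulated with agonist and 100% = vehicle wells without agonist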
Ba/F3 V617F tox: reduce viability of Ba/F3 cells dependent on JAK2V617F. Ba/F3 EpoR-JAK2V617F viability, ATP luminescence. hit rate 1.1% among 220,000. inhibition, % at 5.6 µM;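 active = inhibition above the campaign mean plus 3 SD over all tested compounds, cut at about 24% in these data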;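 also: cytokine-independent growth of Ba/F3 cells driven by EpoR plus mutant JAK2; 0% = DMSO-treated cells and 100% = JAK inhibitor I control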
NPY Y1 blocker: antagonists of human neuropeptide Y receptor Y1; HEK293-CNG Y1 cells, membrane potential fluorescence; NPY at EC95, then isoproterenol; AID 1040; hit rate 1% among 200,000; inhibition, % at 3.6 µM;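 active = inhibition above the campaign mean inhibition of all tested compounds plus 3 SD, cut at about 20% in these data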;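 also: 0% = DMSO wells given NPY plus isoproterenol and 100% = isoproterenol alone without NPY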
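Test system – HEK293 Y1/CNG channel cell line · Also added – NPY agonist 25 nM, then isoproterenol 1 µM plus Ro 20-1724 25 µM · Compound dosing – one concentration, 3.6 µM, in 0.4% DMSO · Schedule – compound incubation 1 h at room temperature, readout 45 min post-stimulation · Technique – fluorescence, membrane potential probe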
NCF1 inh: blocks human p47phox regulatory protein of NADPH oxidases; P14598; p47phox/p22phox peptide binding, fluorescence polarization, 2 h; inhibition, % at 24.7 µM; hit rate 0.53% among 220,000; AID 1274;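 active = inhibition above about 30%, limit read from the data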;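 also: 0% = p47phox with labelled peptide and 100% = labelled peptide alone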
Target sequence (P14598 whole entry, looked up): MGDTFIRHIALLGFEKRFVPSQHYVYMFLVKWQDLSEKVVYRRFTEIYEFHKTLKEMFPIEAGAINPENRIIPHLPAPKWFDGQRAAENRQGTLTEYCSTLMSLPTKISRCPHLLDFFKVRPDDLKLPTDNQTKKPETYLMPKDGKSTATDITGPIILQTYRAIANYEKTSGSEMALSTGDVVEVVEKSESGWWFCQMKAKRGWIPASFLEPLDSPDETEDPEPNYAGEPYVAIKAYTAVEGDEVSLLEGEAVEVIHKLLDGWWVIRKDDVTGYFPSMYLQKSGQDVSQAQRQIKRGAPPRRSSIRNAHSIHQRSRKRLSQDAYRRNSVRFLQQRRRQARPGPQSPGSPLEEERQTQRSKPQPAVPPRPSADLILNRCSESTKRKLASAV
NPY-Y2 PAM-ag: potentiates or activates human NPY-Y2 receptor; P49146; activation, % at 3.6 µM; hit rate 0.45% among 220,000; cells expressing NPY-Y2, potentiator/agonist read-out; AID 1359; in the data active = activation above about 27%;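 also: cells stimulated with NPY near EC25 plus isoproterenol at EC100; 0% = vehicle plus submaximal agonist and 100% = vehicle plus saturating agonist; some results beyond the cut were filed as inactive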
Target sequence (P49146 whole entry, looked up): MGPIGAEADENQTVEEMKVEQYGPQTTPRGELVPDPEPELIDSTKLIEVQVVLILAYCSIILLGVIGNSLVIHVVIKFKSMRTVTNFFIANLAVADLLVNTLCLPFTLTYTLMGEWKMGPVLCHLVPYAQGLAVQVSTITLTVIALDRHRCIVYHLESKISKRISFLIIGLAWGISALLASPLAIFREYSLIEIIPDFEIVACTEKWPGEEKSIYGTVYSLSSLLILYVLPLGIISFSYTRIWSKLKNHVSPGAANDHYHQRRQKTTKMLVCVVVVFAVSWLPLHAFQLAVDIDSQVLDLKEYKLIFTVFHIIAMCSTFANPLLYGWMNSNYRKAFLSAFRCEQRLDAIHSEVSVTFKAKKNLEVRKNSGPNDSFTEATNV
BaF3 parental: parental Ba/F3 viability inhibition as JAK2V617F counter-screen. CellTiter-Glo ATP luminescence. inhibition, % at 5.6 µM. hit rate 1.1% among 220,000. AID 1486;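 active = inhibition above a per-campaign cutoff, the mean inhibition of all tested compounds plus 3 SD, cut at about 27% in these data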;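 also: 0% = DMSO wells and 100% = JAK Inhibitor I control wells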
S1P4 agonist: activates the human S1P4 receptor. S1P4-expressing cell line, agonist reporter assay. activation, % at 4.98 µM. hit rate 0.35% among 220,000; in the data active = activation above about 11%;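 also: 0% = DMSO vehicle and 100% = reference agonist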
CHOP inh: blocks CHOP induction under ER stress; hit rate 3.8% among 220,000; AID 2732; CHO-K1 CHOP-promoter luciferase, tunicamycin-induced, 15-18 h; inhibition, % at 10 µM;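 active = compounds that reduced the stress-induced luciferase reporter signal by more than about 70% of percent inhibition, limit read from the data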;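 also: 0% = tunicamycin plus vehicle and 100% = wells without tunicamycin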
NPY1 pot ag: potentiates or activates human NPY-Y1 receptor; hit rate 0.37% among 220,000; NPY-Y1 expressing cells, potentiator/agonist activation; activation, % at 3.6 µM; in the data active = activation above about 33%, passing the limit was not always enough;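 also: cells stimulated with NPY at EC10 then isoproterenol at EC100; 0% = low agonist plus stimulus and 100% = saturating agonist plus stimulus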
An asterisk follows results filed as active; nt = no result given.

SMILES	S1P4 antag	Ba/F3 V617F tox	NPY Y1 blocker	NCF1 inh	NPY-Y2 PAM-ag	BaF3 parental	S1P4 agonist	CHOP inh	NPY1 pot ag
CCS(=O)(=O)N1Cc2ccccc2CC1C(=O)Nc1ncc(C)s1 (stereo not given)	-13	5	1	4	-3	12	0.9	0	-23
NC(N)=Nc1nc2ccc(Br)cc2c(=O)[nH]1	-6	5	2	-16	-7	8	-0.6	74*	-17
CCOC(=O)N1CCN(C(=O)Cn2ccc3ccccc3c2=O)CC1	0	-3	-2	-11	5	5	2.8	44	8
O=C(/C=C/c1ccc(Cl)cc1)NC1CCS(=O)(=O)C1 (stereo not given)	-21	-1	-4	-1	-2	4	-0.2	-4	1
Cc1cccc(OCCC(=O)NCC(c2ccccc2)N(C)C)c1 (stereo not given)	-14	1	0	-9	4	0	1.3	5	0
COCCCNC(=O)CC(NS(=O)(=O)c1ccc(C)cc1)c1ccc(OC)cc1 (stereo not given)	1	-3	-1	2	14	4	-3.0	12	-20
CCc1ccccc1NC(=O)C(CC)Sc1nc2cc3c(cc2c(=O)n1Cc1ccco1)OCO3 (stereo not given)	-7	4	6	-2	-1	10	-2.0	28	-6
Cc1ccc(C(=O)CSc2nsc(C)c2C#N)cc1	-10	-2	5	-53	-24	10	-0.7	33	20
COc1cc(C2/C(=C(\O)c3ccc4c(c3)CC(C)O4)C(=O)C(=O)N2Cc2ccco2)ccc1O (stereo not given)	-19	-2	5	-5	4	2	-1.6	-11	-17
CCC(c1nnnn1Cc1cccs1)N1CCN(c2nc3ccccc3s2)CC1 (stereo not given)	-14	-2	0	-8	11	2	-1.5	21	15
CS(=O)(=O)Nc1ccc(C(=O)NCCSC2CCCCC2)cc1	7	-2	3	-23	0	3	-1.7	8	1
Cc1ccc(OCC(=O)c2cc(C)n(Cc3ccco3)c2C)c([N+](=O)[O-])n1	-11	0	nt	-6	-8	-1	0.3	31	2
COc1cccc(CCc2nnc(CCC(=O)N3CCCC3c3nccs3)o2)c1 (stereo not given)	6	0	2	-2	-10	2	0.5	7	-8
CCCOC(=O)/C(=C\C=C\c1ccccc1)NC(=O)c1ccccc1	18	-2	-6	-2	-18	0	0.1	-13	-16
CCOC(=O)CSc1nc(C2CC2)cc(-c2ccc(F)cc2)c1C#N	3	2	1	-8	-12	11	-0.9	56	-28

(list continues)
SMILES	S1P4 antag	Ba/F3 V617F tox	NPY Y1 blocker	NCF1 inh	NPY-Y2 PAM-ag	BaF3 parental	S1P4 agonist	CHOP inh	NPY1 pot ag
CCOC(=O)C1CCN(C(c2cccs2)c2sc3nc(C)nn3c2O)CC1 (stereo not given)	0	2	2	0	12	8	0.6	13	-5
COc1ccc(CNC(=O)COC(=O)Cc2ccsc2)cc1	-21	0	8	-5	2	5	0.1	10	4
CN(C)C(=O)c1ccc(-c2n[nH]c(=O)c3ccccc23)cc1	-15	-1	1	-16	5	4	0.9	41	-9
CCn1c(SCC(=O)N2CCOCC2)nnc1-c1cccs1	-3	-5	1	-10	-3	-1	-2.4	-5	13
CCCn1c(SCC(=O)NC2CCCCC2)nnc1-c1ccccn1	-1	4	6	-4	6	5	-2.1	9	-10
CC(C)[C@H](NC(=O)c1ccccc1Cl)C(=O)Nc1nc(-c2ccccn2)cs1	-8	0	5	-4	2	12	0.8	33	14
Cc1cccc(C(=O)N2CCN(Cc3ccc4c(c3)OCO4)CC2)c1	-10	-5	5	5	4	8	-0.8	-3	1
COc1cccc(OCCN2CCN(c3ncnc4c3cnn4-c3ccccc3)CC2)c1	-3	3	4	-2	9	9	1.2	17	-12
Cn1nccc1C(=O)c1ccc(Cl)cc1	7	-1	0	-7	3	4	1.6	45	-11
O=C(Sc1cccc2cccnc12)c1ccc(F)cc1	98*	43*	-4	-1	-1	41*	0.6	91*	7
CC(C)C(O)(C#CCN1CCCCC1)C(C)C	-19	-4	-1	-4	9	6	1.6	13	-7
CN1CCN(c2ccc([N+](=O)[O-])cc2C(=O)c2ccc(Br)cc2)CC1	-10	-2	11	-3	5	2	1.2	5	22
Cc1c(CCOC(=O)c2ccc([N+](=O)[O-])cc2)sc[n+]1CC(=O)c1ccccc1	3	-2	-12	0	0	-3	0.8	2	1
O=S(=O)(c1ccc(F)cc1)n1ccc2cccnc21	-15	1	3	-10	0	7	-0.4	20	15
CCN(CC)c1ccc(/C=N/N=C(N)N)c(O)c1	22	78*	9	-3	-1	75*	1.4	-1	6

Four entries already listed, sorted by the number in S1P4 antag, high to low.
mol,S1P4 antag,NPY Y1 blocker,NCF1 inh,NPY-Y2 PAM-ag,S1P4 agonist,CHOP inh,NPY1 pot ag
COc1cccc(OCCN2CCN(c3ncnc4c3cnn4-c3ccccc3)CC2)c1,-3,4,-2,9,1.2,17,-12
CC(C)[C@H](NC(=O)c1ccccc1Cl)C(=O)Nc1nc(-c2ccccn2)cs1,-8,5,-4,2,0.8,33,14
Cc1cccc(C(=O)N2CCN(Cc3ccc4c(c3)OCO4)CC2)c1,-10,5,5,4,-0.8,-3,1
CC(C)C(O)(C#CCN1CCCCC1)C(C)C,-19,-1,-4,9,1.6,13,-7

The listing continues:
SMILES	S1P4 antag	Ba/F3 V617F tox	NPY Y1 blocker	NCF1 inh	NPY-Y2 PAM-ag	BaF3 parental	S1P4 agonist	CHOP inh	NPY1 pot ag
Cc1oc(-c2cccc(Cl)c2)nc1CN1CCCC(C(=O)NC(C)c2ccc3c(c2)OCCO3)C1 (stereo not given)	-33	-2	0	-7	-10	7	1.0	56	-4
CC(=O)OCc1nc2sc3c(c2c(=O)[nH]1)CCCC3	-27	1	-1	-3	-25	0	3.6	3	-23
COc1ccc(/C=C/C(=O)OCC(=O)Nc2ccc(C)cc2)cc1S(=O)(=O)N1CCOCC1	1	2	-4	-6	-5	8	-0.1	3	11
O=C(NCC(=O)N1CC(O)CC1C(=O)N1CCCC1C(=O)OCc1ccccc1)OCc1ccccc1 (stereo not given)	-3	-3	-1	0	-1	1	1.3	7	-3
CCn1cc([N+](=O)[O-])c(C(=O)N2CCCC2)n1	-19	-2	4	-15	-5	2	2.1	17	6
CCCCNC(=O)Nc1ccnn1C1CCCCC1	-4	-5	-5	-4	10	2	1.2	8	19
O=C(Oc1cccc(NC2=NS(=O)(=O)c3ccccc32)c1)c1cccnc1	-3	-3	-4	-14	-13	1	0.3	-8	-9
Cc1nn(-c2nc3ccccc3s2)c(N)c1-c1ccccc1	-12	0	13	-1	-1	4	2.8	-53	23
COc1ccc(Cl)cc1C(=O)NNC(=O)CCNC(C)=O	-9	5	-3	-3	-2	5	-0.8	21	-1
Nc1ccc(-n2nnnc2-c2ccco2)cc1	-7	3	-2	59*	4	3	0.4	-8	6
CCc1ccc(NC2=NCC(=O)N2c2ccc3c(c2)OCCO3)cc1	-8	3	0	6	15	8	-4.1	22	-17
CCOC(=O)C1=C(C)Nc2nc(SCc3cccnc3)nn2C1c1ccc(OC)cc1 (stereo not given)	-3	-4	7	-13	-2	3	1.3	11	11
CCN(CC)C(=O)CSc1nc(N)c(C#N)c(-c2cccs2)c1C#N	4	-1	-6	2	-4	5	-2.1	2	-19
Cc1ccc(-c2nnc(N(C)C(=O)c3ccncc3)s2)cn1	-4	-2	-3	-7	1	9	3.1	7	20
Cn1c(SCC(=O)Nc2nc(C(C)(C)C)cs2)nnc1C1CC1	-7	2	-1	2	-6	5	-0.6	3	-6

Single records (already shown). Order of screens: S1P4 antag | Ba/F3 V617F tox | NPY Y1 blocker | NCF1 inh | NPY-Y2 PAM-ag | BaF3 parental | S1P4 agonist | CHOP inh | NPY1 pot ag
Shown for CCN(CC)C(=O)CSc1nc(N)c(C#N)c(-c2cccs2)c1C#N : 4 | -1 | -6 | 2 | -4 | 5 | -2.1 | 2 | -19
Shown for CCCCNC(=O)Nc1ccnn1C1CCCCC1 : -4 | -5 | -5 | -4 | 10 | 2 | 1.2 | 8 | 19

5 compounds from above, showing only BaF3 parental and CHOP inh.
SMILES	BaF3 parental	CHOP inh
Cc1ccc(-c2nnc(N(C)C(=O)c3ccncc3)s2)cn1	9	7
CCOC(=O)C1=C(C)Nc2nc(SCc3cccnc3)nn2C1c1ccc(OC)cc1 (stereo not given)	3	11
COc1ccc(Cl)cc1C(=O)NNC(=O)CCNC(C)=O	5	21
CC(=O)OCc1nc2sc3c(c2c(=O)[nH]1)CCCC3	0	3
Cn1c(SCC(=O)Nc2nc(C(C)(C)C)cs2)nnc1C1CC1	5	3

The list goes on.
SMILES	S1P4 antag	Ba/F3 V617F tox	NPY Y1 blocker	NCF1 inh	NPY-Y2 PAM-ag	BaF3 parental	S1P4 agonist	CHOP inh	NPY1 pot ag
OCCC1CN(Cc2cnn(-c3ccccc3Cl)c2)CCN1Cc1ccsc1 (stereo not given)	-2	1	3	-7	9	8	0.0	-3	6
CN(C(=S)Nc1ccccc1)c1ccccc1	6	-1	-1	-1	-1	7	0.4	-4	-1
NS(=O)(=O)c1ccc(NNC(=O)c2cccs2)cc1	10	4	nt	1	-1	2	1.5	12	-7
CC(C)C(NC(=O)c1ccc(F)cc1)C(=O)OCC(=O)N1CC(=O)Nc2ccccc21 (stereo not given)	-6	-6	-5	-6	4	3	-0.9	4	26
Cc1ccc(C(=O)OCC(=O)Nc2c(C)n(C)n(-c3ccccc3)c2=O)cc1[N+](=O)[O-]	-5	1	-1	-6	-7	8	0.5	38	-12
Cc1ccc(S(=O)(=O)N2CCN(Cc3cc(C(C)C)ccc3O)CC2)cc1	-3	-1	-3	-3	-12	1	1.1	50	-9
O=C(CCCN1C(=O)c2ccccc2C1=O)NCc1cccnc1	-12	6	2	-18	-7	7	0.4	1	-3
Cn1c(N)c(C(=O)COC(=O)c2cccnc2Cl)c(=O)n(C)c1=O	-6	-2	0	4	9	1	0.7	-27	-3
O=C(NC1CCCCCC1)C(=S)N1CCCC1	-4	-3	0	3	2	-1	-1.1	23	19
O=C(O)CCC(=O)Nc1cccc2cccnc12	11	1	10	6	-6	9	-1.1	21	-6
O=C(Nc1ccc2c(c1)OCO2)c1c(F)c(F)c(F)c(F)c1F	18	-2	12	-10	-13	2	0.7	29	-25
CN(c1ccccc1)S(=O)(=O)c1cccc(C(=O)N2CCN(c3ccccn3)CC2)c1	-14	-4	7	0	-9	-1	0.1	15	-25
O=C1CCC/C(=N\NC(=O)c2ccc(NS(=O)(=O)c3ccc(Br)cc3)cc2)C1	-16	-4	7	-10	13	4	3.5	2	-26
Cc1ccc2c(c1)C(=O)CCCCC(=O)N2	-5	-1	nt	-1	3	-11	1.6	15	-6
Cc1nn(Cc2ccc(Cl)cc2)c(Cl)c1/C=N/NC(=O)CNc1ccccc1F	-2	4	1	-4	4	9	-1.9	96*	-4
CCOc1ccc(C2CC(c3cccc(C)c3)n3nc(N)nc3N2)cc1 (stereo not given)	7	-2	7	-17	6	3	-0.8	-2	8
CC(=O)C1=C(O)C(=O)N(CCc2c[nH]c3ccccc23)C1c1ccccc1 (stereo not given)	-19	1	0	-8	6	1	1.6	0	9
Cc1ccc2oc(=O)c3cnn(CC(=O)N4CCCCC4C)c3c2c1 (stereo not given)	-3	0	3	-1	3	2	1.1	6	5

S1P4 antag: entries above that show a hit.
| canonical_smiles | S1P4 antag | NPY Y1 blocker | NCF1 inh | NPY-Y2 PAM-ag | S1P4 agonist | CHOP inh | NPY1 pot ag |
| --- | --- | --- | --- | --- | --- | --- | --- |
| O=C(Sc1cccc2cccnc12)c1ccc(F)cc1 | 98* | -4 | -1 | -1 | 0.6 | 91* | 7 |

Source: PubChem BioAssay (several laboratories)
